# Insulin prom up – MIN6 insulin promoter up-regulation; MIN6 insulin promoter-GFP reporter, high-content imaging; active compounds read high; z-score at 5 µM; 190,000 tested, 0.3% active; AID 1625;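 active = z-score above 3 at 5 µM with at least 500 cells counted in the well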
# MT stabilize HCS – microtubule stabilization, imaging screen; HeLa tubulin immunostaining HCS, 24 h; share of cells brighter than vehicle mean+2SD; % tubulin-high responders, % at 10 µM; 200,000 tested, 0.83% active; AID 2205;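 active = plate Z-score above 3 for both tubulin-high and condensed-nucleus cell shares, with cell loss under 80%, at 10 µM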;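 note: anti alpha tubulin signal scored within the nucleus-defined area of each cell; some results filed as inactive read as strong as hits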
# M17LAP inhibition – P. falciparum M17LAP inhibitors, primary screen, biochemical, fluorogenic H-Leu-NHMec substrate, 1536-well (AID 1619); recombinant M17LAP, H-Leu-NHMec fluorogenic kinetic assay; higher % means a stronger effect; inhibition, % at 30 µM; hits with a dose series show IC50 in µM; 220,000 tested, 0.38% active;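 active = compound inhibiting the enzyme by more than half at any dose during confirmatory dose-response retesting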;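 note: plate controls were full reaction with DMSO carrier for no effect and no enzyme background for full effect; strong numbers were not always called active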
# HEK293 NOD2/NF-kB – inhibition of NOD2-driven NF-kB reporter – cell-based, luminescence, uHTS, HEK293 (AID 1566); inhibition, % at 4 µM, or EC50 in µM where a hit was titrated; 290,000 tested, 0.63% active; HEK293 NOD2/NF-kB luciferase reporter, luminescence; higher % means a stronger effect; in the data active = inhibition above about 50%; note: many of its hits are not listed in these tables
# Dynein transport – dynein cargo transport inhibition; 3617.4 mouse cells, GR-EGFP nuclear translocation imaging; test concentration mostly 20 µM; stimulated with dexamethasone, 1 µM; active compounds read low; 220,000 tested, 0.47% active; z-score, hits read low; AID 1381;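 active = plate z-score of nuclear minus cytoplasmic receptor signal below a set negative limit, without overly bright fluorescence or cell loss, cut at about -3.5 in these data, passing the limit was not always enough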;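 note: z-score of nuclear minus cytoplasmic ring GR-EGFP intensity difference per well; some compounds called inactive have numbers as strong as hits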
#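 Schedule: 48 h induction, then 1 h compound, then 30 min agonist, 37 °C. Buffer or medium: tetracycline-free induction medium containing charcoal-stripped FBS. Reagent: 1.0 µM final dexamethasone stimulus. Evaluation: nuclear versus cytoplasmic GR-EGFP signal, averaged per well. Signal: high-content fluorescence imaging after fixation.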
# bCat nuc transl – alters nuclear translocation of beta-catenin in HeLa cells; 190,000 tested, 0.3% active; AID 1665; immunofluorescence imaging; nuclear translocation activity, % at 5 µM;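 active = nuclear translocation activity above 50% at 5 µM, with a well cell count of 50 or more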;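 note: per-cell ratio of nuclear to cytoplasmic median beta-catenin stain intensity; plate controls were DMSO negative control for no effect and GSK-3 inhibitor IX positive control for full effect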
#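 Test system: human HeLa cell line; Doses: 5 µM primary, 0.02–20 µM confirmation; Incubation: 24 h compound exposure, 37°C; Detection: beta-catenin immunofluorescence imaging with DAPI; Read-out: beta-catenin nuclear/cytoplasmic ratio, % activation.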
# Yfh1-depleted yeast – mitochondrial function rescue without frataxin homolog – Friedreich's ataxia, plus single-dose screen, dose response (AID 1465); S. cerevisiae Yfh1-off respiration, WST-1 reduction, 72 h; higher fold induction means a stronger effect; fold induction at 50 µM; hits with a dose series show EC50 in µM; 220,000 tested, 0.074% active;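 active = fold induction of absorbance versus untreated yeast above a set limit, then at least 30% activation at any dose in follow-up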;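 note: activators that raise dye reduction in frataxin-depleted yeast; strong numbers were not always called active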
# NOD1 NF-kB reporter – NOD1 signaling inhibitors, primary screen, cell-based, luminescence, uHTS (AID 1578); NOD1-driven NF-kB luciferase reporter cells, luminescence; higher % means a stronger effect; inhibition, % at 4 µM; hits with a dose series show EC50 in µM; 290,000 tested, 1% active; in the data active = inhibition mostly above about 36%, no sharp cut-off; inactive = mostly below about 34%;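 note: HEK-293T reporter cells stimulated with the NOD1 agonist gamma-tri-DAP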
# Autophagy HCS – modulators of autophagy; calls only at 10 µM (by protocol); 190,000 tested, 0.98% active; MEF GFP-LC3 puncta imaging; test concentration mostly 10 µM; AID 463193;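 active = percentage of spot-positive cells more than 3 SD above its plate mean, without a fluorescence outlier flag or 80% toxicity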;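 note: spot-positive cell cutoff set from DMSO-treated cells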
# Dynein transport cytoplasmic EGFP – recorded beside Dynein transport, whose call it bears; z-score; measured here: cytoplasmic GR-EGFP intensity; active compounds read high
# Dynein transport nuclear GR-EGFP – also measured in Dynein transport; calls as there; z-score; measured here: nuclear GR-EGFP intensity;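 lower value marks the stronger effect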
# Dynein transport cell count – recorded beside Dynein transport, whose call it bears; z-score; measured here: cell count per field
# Insulin prom up cell count – recorded beside Insulin prom up, whose call it bears; cell count; measured here: cytotoxicity, nuclei count;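 total cells summed across four imaged fields per well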
# bCat nuc transl cell count 5 µM – also measured in bCat nuc transl; calls as there; cell count; measured here: cell count, cytotoxicity flag
# MT stabilize HCS Hoechst-high % – also measured in MT stabilize HCS; calls as there; % Hoechst-high responders; measured here: nuclear condensation Hoechst responders;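 share of cells brighter than vehicle mean plus two SD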
# MT stabilize HCS cytotoxicity % – also measured in MT stabilize HCS; calls as there; toxicity, %; measured here: cytotoxicity by cell density;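 0% = mean cell density of plate MIN control wells and 100% = no cells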
# Autophagy HCS cell loss 18 h – also measured in Autophagy HCS; calls as there; toxicity, %; measured here: cell loss, nuclei count;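 cell loss after 18 h compound exposure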
# * = called active by the depositor; i = inactive; nt = not tested or not shown; + = active, no number.
SMILES,Insulin prom up,Insulin prom up cell count,MT stabilize HCS,MT stabilize HCS Hoechst-high %,MT stabilize HCS cytotoxicity %,M17LAP inhibition,HEK293 NOD2/NF-kB,Dynein transport,Dynein transport cytoplasmic EGFP,Dynein transport nuclear GR-EGFP,Dynein transport cell count,bCat nuc transl,bCat nuc transl cell count 5 µM,Yfh1-depleted yeast,NOD1 NF-kB reporter,Autophagy HCS,Autophagy HCS cell loss 18 h
CCC1CCCCN1CCCNC(=O)CCCNC(=O)Cn1cnc2sc3c(c2c1=O)CCCC3 (stereo not given),0.38,1195,2.9,1.8,3.7,42%,11%,-0.24,-0.32,-0.09,0.59,0.4,1065,i,-31%,i,7
COc1ccc(-c2nc(C#N)c(N3CCC(C(N)=O)CC3)o2)cc1OC,-0.5,1649,2.0,2.3,7.7,-12%,14%,-0.071,-0.2,-0.7,-0.16,0.2,1363,i,13%,i,-8
CC1Oc2ccccc2C=C1C1/C(=C(/O)c2ccccc2)C(=O)C(=O)N1CCCN(C)C (stereo not given),0.82,1183,3.8,3.4,14,15%,-3%,-0.27,-0.24,0.29,-0.97,-1.2,975,i,-6%,i,-57
COc1ccc(OC)c(NC(=O)c2sc3nc(Cc4ccccc4)cc(C(F)(F)F)c3c2N)c1,1.2,845,4.3,43,28,0%,-6%,2,1.6,1.8,1.1,-4.7,1128,i,-37%,+,13*
O=C(NC(=S)Nc1cc(C(F)(F)F)ccc1N1CCOCC1)c1ccc(-c2cccc(Cl)c2)o1,nt,nt,5.9,1.3,3.9,-2%,0%,-0.03,-0.25,-0.23,0.74,-1.7,944,i,-24%,i,-12
COc1cc(N2CCCC2)ccc1C=O,-0.41,1492,3.8,1.8,9.0,nt,0%,-0.37,-0.32,0.0011,0.43,-1.5,896,i,-11%,i,7
Cc1ccc(C(=O)CSc2nc(-c3ccccc3)cc(=O)[nH]2)cc1,nt,nt,2.7,1.5,9.9,27%,-39%,-0.11,-0.038,0.063,0.55,0.6,1006,i,65%*,i,-4
O=S(=O)(Nc1ccc(O)c(CN2CCCCC2)c1)c1ccccc1,-1.6,1429,1.8,1.2,5.5,-7%,10%,-0.83,-0.19,-0.47,0.38,-7.8,1027,i,-2%,i,-3
O=C(CSc1nncs1)NCc1ccc(F)cc1,-0.68,1200,4.1,2.3,6.2,0%,10%,-0.8,-0.35,-0.054,0.6,-2.2,1085,i,-37%,i,-3
COc1ccc(OCc2nnc(SCC(=O)c3c(N)n(C)c(=O)n(C)c3=O)n2-c2ccccc2F)cc1,-0.38,1335,6.9,3.3,8.9,-3%,6%,-0.47,5.4,0.78,-0.46,0.7,1580,i,-40%,i,-2
O=C(c1ccccc1S(=O)(=O)NCc1ccccc1)N1CCCC1,0.57,939,3.1,2.3,9.4,-11%,24%,3.5,0.047,2.5,-1.4,nt,nt,i,19%,i,8
COC(C[C@@H](O)C[C@@H](O)COCc1ccccc1)OC,0.18,976,nt,nt,nt,4%,3%,-0.66,-0.83,-0.29,0.49,0.9,1501,i,-1%,nt,nt
CCOc1cccc(NC(=O)C2CCCN(S(=O)(=O)c3ccc(OC)cc3)C2)c1 (stereo not given),-0.04,1104,2.5,3.3,18,28%,-3%,4.2,-0.11,2.1,-0.35,-0.8,782,i,15%,i,9
COC(=O)COc1cc(Cl)c(C=O)cc1OC,-0.16,1619,8.0,1.1,12,-1%,10%,0.11,-0.3,-0.1,-0.039,-0.1,1051,i,-36%,i,7
CCCCCCNCCn1cnc2c(N)ncnc21,nt,nt,3.7,1.4,6.5,8%,8%,-0.4,-0.21,-0.76,0.015,nt,nt,i,-6%,i,3
CC(=N\Nc1ccc(Cl)cc1)/C(=N/O)C(=O)Nc1ccccc1,0.67,1645,1.0,1.2,8.9,0%,-20%,-0.046,-0.2,-0.22,0.38,4.6,1396,i,-25%,i,2
CCOC(=O)c1c(NC(=O)OC)sc(C(=O)N(C)C)c1C,0.12,1361,1.2,1.7,11,-5%,3%,-1.1,-0.4,-0.35,2.7,-2.3,1135,i,-12%,i,-4
O=C(OCCN1CCCCC1)c1ccc(O)cc1,0.94,1310,2.3,1.6,17,-9%,-3%,-0.45,-0.28,0.12,0.99,-1.2,981,i,-12%,i,-4
CC(NC(=O)c1ccco1)C1COc2ccccc2O1 (stereo not given),-0.29,915,2.9,2.3,5.5,8%,-2%,-0.86,-0.23,-0.52,0.27,-3.4,1220,i,-9%,i,0
CC(C)(C)c1cc(NC(=O)c2cc(F)c(F)c(F)c2F)no1,-0.07,1106,2.0,2.9,18,15%,-13%,0.74,-0.21,0.54,0.19,-0.3,987,i,-44%,i,-2
O=C(Oc1cccc(-n2cnnn2)c1)c1ccccc1,-0.14,1560,3.7,1.9,9.8,3%,-4%,0.41,-0.33,-0.15,0.64,0.6,1447,i,-19%,i,13
NC(=S)Nc1ncc(C(F)(F)F)cc1Cl,0.14,1615,3.0,2.9,9.4,-8%,-2%,0.27,0.022,0.88,-1.3,-3.1,899,i,-37%,i,-4
CCOC(=O)C(Cc1ccccc1)NS(=O)(=O)c1ccc(NC(C)=O)cc1 (stereo not given),-0.28,1503,2.5,2.7,5.5,-7%,10%,-0.046,-0.3,-0.23,0.84,-0.6,1319,i,9%,i,0
O=C(Nc1nc(-c2ccc(Cl)cc2)cs1)C1CCCO1 (stereo not given),0.29,1590,2.8,1.2,4.9,4%,-49%,-0.066,-0.23,0.0045,1.2,-2.3,1196,i,-63%,i,21
Cc1ccc(Cc2c[nH]c(=S)s2)cc1,-0.08,1035,4.4,2.3,8.8,23%,-6%,0.6,-0.21,0.52,-0.97,-0.2,1115,i,-7%,i,0
O=C(CSc1nnc(Cc2cccs2)n1Cc1ccco1)Nc1ccc(Cl)cc1Cl,0.02,922,3.2,3.2,13,17%,-19%,-1,-0.3,-0.33,0.4,-2.0,1006,i,-18%,i,0
COc1ccc(OC)c(NC(=O)CN2C(=O)c3ccccc3S2(=O)=O)c1,0.32,1169,5.1,1.4,3.9,23%,15%,-0.92,-0.2,-0.3,1.1,nt,nt,i,3%,i,-4
Cc1ccc(S(=O)(=O)NC(=O)Nc2ccc(Cl)cn2)cc1,0.19,1131,2.7,2.3,7.6,-9%,11%,-0.68,-0.19,-0.25,0.43,-1.6,854,i,12%,i,-5
COC(=O)C(C)Sc1nc(N)c(NC(=O)c2ccco2)c(=O)[nH]1 (stereo not given),0.02,1428,1.7,1.2,6.0,32%,-39%,1.5,-0.23,1.3,-1.3,-2.0,1045,i,-14%,i,25
CCOc1cccc(C(=O)NC(=S)Nc2ccc(N3CCCC3)cc2)c1,0.05,1981,3.6,1.7,7.2,2%,9%,0.16,-0.18,-0.22,0.2,-2.1,1113,i,-19%,i,-16
CONC(=O)Nc1ccccc1[N+](=O)[O-],0.32,1459,6.8,2.4,7.8,15%,18%,-0.75,0.47,-0.4,0.33,-2.6,1103,i,39%,i,-12
Fc1ccc(CNCc2ccc(Br)cc2)cc1,-0.34,1203,4.0,4.2,4.5,-10%,15%,-0.9,-0.29,-0.64,1.1,-0.2,616,i,-3%,i,-6
Cc1cc(C)nc(NC(=O)/C=C/c2ccc(Cl)cc2Cl)c1,-1.3,1351,2.6,1.9,6.1,8%,-28%,-0.19,-0.15,0.61,1.2,0.8,1417,nt,-58%,i,-18
COc1ccc(NC(=O)c2ccccc2N(Cc2ccccc2)S(C)(=O)=O)cc1,-0.09,1467,3.0,1.5,8.9,-2%,8%,-0.42,-0.26,-0.067,0.29,5.2,1007,i,-13%,i,-2
Cc1ccc(S(=O)(=O)N2CCOC2CNC(=O)C(=O)NCc2ccco2)cc1 (stereo not given),-2.8,641,2.5,3.4,9.1,-5%,-1%,-0.26,-0.24,0.72,-0.29,1.1,538,i,-15%,i,-36
COc1ccc(NC(=O)C2CCN(S(C)(=O)=O)CC2)cc1,-0.76,786,1.6,0.7,3.2,-10%,22%,-0.22,-0.12,0.33,-0.033,0.4,1056,i,0%,i,-5
CC(=O)Nc1cccc(NC(=O)CSc2ccc(-c3cccnc3)nn2)c1,0.36,1292,1.6,3.5,9.9,9%,-4%,0.98,0.31,0.79,-0.58,0.6,1183,i,-21%,+,-4.2*
COc1ccc(CN(C(=O)c2ccco2)c2ccccc2)cc1,nt,nt,3.0,2.7,4.1,0%,6%,-0.41,-0.24,-0.4,1.1,-1.0,1192,i,-26%,i,-3
C1CNC(C23CC4CC(CC(C4)C2)C3)=N1,-0.92,1287,4.5,2.0,5.8,3%,9%,2,-0.032,0.97,-0.51,0.8,1011,i,-4%,i,23
Cc1cc2ncn(/N=C/c3cccnc3)c2cc1C,0.85,1258,3.9,2.5,6.3,-1%,-38%,-0.72,0.28,-0.88,-0.18,-5.8,738,i,0%,i,-5

# Source: PubChem BioAssay (several laboratories)

# These rows are one share of the data (hit frequency here may not be typical).
